Salmonella PhoP GFP: PhoP-dependent GFP reporter repression – Salmonella Typhimurium, primary screen (AID 1863). hit rate 0.16% among 300,000. inhibition, % at 50 µM, or IC50 in µM where a hit was titrated. S. Typhimurium PhoP-regulated promoter GFP reporter, 4 h; higher % means a stronger effect;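 active means inhibition over 29.93%, a cutoff 3 SD above the screen mean, later confirmed by dose response; inconclusive means inhibition over 29.93% but no dose response follow-up; inactive means inhibition at most 29.93% or unconfirmed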;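 further: 0% = low Mg2+ inducing control and 100% = high Mg2+ repressing control; strong numbers were not always called active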
Insulin prom up: MIN6 insulin promoter up-regulation. hit rate 0.3% among 190,000. MIN6 insulin promoter-GFP reporter, high-content imaging; hits give high values. z-score at 5 µM;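 active means z-score above 3 at 5 µM with at least 500 cells counted in the well; inconclusive means wells under 500 cells, flagged as cytotoxic or low count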
MT stabilizer: stabilizes microtubules in HeLa cells. HeLa tubulin immunostaining HCS, 24 h; share of cells brighter than vehicle mean+2SD. % tubulin-high responders, % at 10 µM. hit rate 0.83% among 200,000. AID 2205;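 active means plate Z-score above 3 for both tubulin-high and condensed-nucleus cell shares, with cell loss under 80%, at 10 µM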;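 further: anti alpha tubulin signal scored within the nucleus-defined area of each cell; some results filed as inactive read as strong as hits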
T cell modulator: T cell immune modulators affecting CD8 T cell-vesicle binding. hit rate 0.068% among 330,000. AID 2052. calls only at 7 µM. 2C CD8+ T cell-vesicle binding, flow cytometry; hits give low values;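 active means response, share of CD8 T cells binding vesicles, and their 90th percentile fluorescence all below set limits, cut at about 80% in these data, passing the limit was not always enough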
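Material: 2C TCR transgenic mouse naive CD8+ T cells, MACS-purified. Also added: QL9-charged Drosophila Ld/ICAM-1/B7-1 vesicles. Timing: binding 1.5 h at 37 °C. Measured by: high-throughput flow cytometry with anti-B7-1 and anti-CD8 staining. Read-out: percent CD8+ FL2 mean versus row control. Controls: Unloaded micro-vesicles (low), QL9 vesicles with 0.7% DMSO (high).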
bCat nuc transl: modulators of beta-catenin nuclear translocation; HeLa beta-catenin nuclear translocation, immunofluorescence imaging; nuclear translocation activity, % at 5 µM; hit rate 0.3% among 190,000; AID 1665;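 active means nuclear translocation activity above 50% at 5 µM, with a well cell count of 50 or more; inconclusive means wells under 50 cells across six images, flagged as toxic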;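 further: per-cell ratio of nuclear to cytoplasmic median beta-catenin stain intensity; plate controls were DMSO negative control for no effect and GSK-3 inhibitor IX positive control for full effect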
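Assay system: human HeLa cells, native beta-catenin; doses: 5 µM primary, 0.02–20 µM confirmation; incubation: compound treatment 24 h, 37°C, 5% CO2; technique: fluorescence imaging of beta-catenin antibody stain plus DAPI; measure: % activation, nuclear-to-cytoplasmic median beta-catenin signal ratio per cell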
Autophagy mod: alters autophagy in cells; AID 463193; MEF GFP-LC3 puncta imaging; test concentration mostly 10 µM; calls only at 10 µM (by protocol); hit rate 0.98% among 190,000;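 active means percentage of spot-positive cells more than 3 SD above its plate mean, without a fluorescence outlier flag or 80% toxicity; inconclusive means no clear call, values can overlap the other calls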;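 further: spot-positive cell cutoff set from DMSO-treated cells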
ER stress rescue: rescue of cells from ER stress-induced death, primary screen, 384-well, CSM14.1, thapsigargin, ATP luminescence (AID 1222). 190,000 tested, under 10 active. CSM14.1 thapsigargin-induced death rescue, ATP luminescence; higher % means a stronger effect. cellular ATP content (survival), % at 20 µM; hits with a dose series show EC50 in µM;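 active means EC50 below 50 µM in the dose-response confirmation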;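 further: death triggered by thapsigargin at about 15 µM added after 2 h compound pretreatment; cell ATP read after overnight thapsigargin exposure of roughly 18 to 22 hours; normalized against plate controls of thapsigargin alone and 5% DMSO vehicle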
Hep lipid drop: hepatic lipid droplet formation modulation; AML12 mouse hepatocytes, oleate lipid droplets, BODIPY imaging; AID 1656; inhibition, % at 6.5 µM; hit rate 0.4% among 240,000;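 active means lipid droplet intensity inhibited by at least 50%, with more than 500 cells counted; inconclusive means wells with under 300 cells, treated as cytotoxic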
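Assay system: AML12 hepatocytes (mouse); Probe or stimulus: oleic acid at 100 µM to induce lipid droplet formation; Dosing: compound at 6.5 µM only; Schedule: compound with oleate, overnight; Detection: fluorescence imaging, 20x objective, two fields per well; Measure: % inhibition of lipid droplet signal.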
Dynein cargo inh: dynein cargo transport inhibition; z-score, hits read low; AID 1381; hit rate 0.47% among 220,000; 3617.4 mouse cells, GR-EGFP nuclear translocation imaging; test concentration mostly 20 µM; stimulated with dexamethasone, 1 µM; hits give low values;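 active means plate z-score of nuclear minus cytoplasmic receptor signal below a set negative limit, without overly bright fluorescence or cell loss, cut at about -3.5 in these data, passing the limit was not always enough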;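 further: z-score of nuclear minus cytoplasmic ring GR-EGFP intensity difference per well; some compounds called inactive have numbers as strong as hits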
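Buffer or medium: Induction medium lacking tetracycline, stripped serum | Also added: Dexamethasone agonist, 1.0 µM final, for 30 min | Timing: 48 h induction, 1 h compound, 30 min dex at 37 °C | Detection: Formaldehyde fixation, Hoechst nuclear stain, 10x automated fluorescence imaging | Measure: Nuclear versus cytoplasmic GR-EGFP signal, averaged per well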
Dynein cargo inh cytoplasmic EGFP: second read-out of Dynein cargo inh, no call of its own (marks repeat the call); z-score; measured here: cytoplasmic GR-EGFP intensity; hits give high values
Dynein cargo inh nuclear GR-EGFP: second read-out of Dynein cargo inh, no call of its own (marks repeat the call); z-score; measured here: nuclear GR-EGFP intensity;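 lower value marks the stronger effect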
Dynein cargo inh cell count: also measured in Dynein cargo inh; calls as there; z-score; measured here: cell count per field
Insulin prom up cell count: recorded beside Insulin prom up, whose call it bears; cell count; measured here: cytotoxicity, nuclei count;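 total cells summed across four imaged fields per well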
Hep lipid drop cells 6.5 µM: recorded beside Hep lipid drop, whose call it bears; cell count; measured here: cell count, cytotoxicity flag;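 cells counted across two imaged fields per well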
bCat nuc transl cell count 5 µM: second read-out of bCat nuc transl, no call of its own (marks repeat the call); cell count; measured here: cell count, cytotoxicity flag
T cell modulator vesicle-bound %: also measured in T cell modulator; calls as there; double positive events, %; measured here: CD8+ vesicle-bound cell fraction;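 binding gate set so that unloaded-vesicle control wells show 10% double positive cells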
MT stabilizer Hoechst-high %: further read-out of MT stabilizer, marked with its call; % Hoechst-high responders; measured here: nuclear condensation Hoechst responders;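 share of cells brighter than vehicle mean plus two SD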
MT stabilizer cytotoxicity %: further read-out of MT stabilizer, marked with its call; toxicity, %; measured here: cytotoxicity by cell density;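 0% = mean cell density of plate MIN control wells and 100% = no cells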
Autophagy mod cell loss 18 h: recorded beside Autophagy mod, whose call it bears; toxicity, %; measured here: cell loss, nuclei count;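 cell loss after 18 h compound exposure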
Active calls of the source: *; i = inactive; ? = inconclusive; nt = no result given.

Compound,Salmonella PhoP GFP,Hep lipid drop,MT stabilizer,Autophagy mod cell loss 18 h,Dynein cargo inh cytoplasmic EGFP,Dynein cargo inh,bCat nuc transl cell count 5 µM,Insulin prom up cell count,Autophagy mod,Dynein cargo inh nuclear GR-EGFP,MT stabilizer cytotoxicity %,Insulin prom up,T cell modulator,Hep lipid drop cells 6.5 µM,MT stabilizer Hoechst-high %,Dynein cargo inh cell count,ER stress rescue,bCat nuc transl,T cell modulator vesicle-bound %
COc1ccc([N+](=O)[O-])cc1NC(=O)CCCOc1ccccc1,-8.7%,18.3,1.5,-0.8,-0.301,-0.496,1186,1252,i,-0.642,4.4,0.24,i,701,3.3,0.883,-4.1%,-1.5,45.2
O=C(NNC(=O)c1cccc2ccccc12)c1ccco1,-8.9%,nt,2.5,-16.0,-0.204,-1.1,1477,1372,i,0.0349,7.4,1.03,i,nt,1.8,0.177,0.9%,1.4,16.6
NC1=NC(=Nc2cccc(S(=O)(=O)N3CCOCC3)c2)c2ccccc21,-10.0%,-5.4,nt,nt,-0.282,0.00326,1314,1045,nt,-0.109,nt,1.45,i,698,nt,0.102,nt,0.8,7.1
Cc1ccc(S(=O)(=O)NCCNC(=O)N2CCOCC2)cc1,-6.2%,-0.3,4.1,0.5,-0.176,0.941,1208,941,i,0.631,1.1,-0.01,i,743,2.6,-0.261,-1.3%,-5.6,51.2
CCOC(=O)c1cn(Cc2ccc(Br)cc2)nn1,22.8%,0.2,5.7,0.6,-0.135,-0.414,989,nt,i,-0.352,3.2,nt,i,603,1.8,-0.449,1.2%,-2.6,13.1
Cc1cc(=O)[nH]c(SCC2(O)C3CC4CC(C3)CC2C4)n1 (stereo unspecified),0.3%,4.9,4.0,2.1,-0.036,0.701,1090,1087,i,0.39,6.9,0.13,i,802,2.2,-0.551,0.6%,1.9,28.3
Cc1sc(NC(=O)c2ccco2)c(C(c2ccncc2)N2CCOCC2)c1C (stereo unspecified),1.5%,nt,5.3,3.4,0.565,-0.892,1333,1588,i,0.0442,6.5,0.33,i,nt,3.5,-0.379,-1.4%,-0.4,15.1
O=C(CCc1ccccc1)n1nc(-c2ccccc2)nc1NCc1ccco1,-0.8%,5.9,4.8,-7.8,1.24,-1.4,1145,1090,i,-0.424,1.6,0.23,i,751,2.1,1.59,5.2%,-0.6,14.7
Nc1cc(Oc2ccc(F)cc2F)cc([N+](=O)[O-])c1,-1.9%,14.9,1.8,-2.7,-0.198,0.352,1121,997,i,0.117,6.1,0.15,i,702,4.2,0.252,-1.2%,-1.1,34.8
COc1ccc(CCNc2ncnc3sccc23)cc1OC,-0.3%,-53.8,2.3,17.4,-0.318,0.324,996,nt,i,0.415,2.8,?,i,667,2.0,0.16,0.0%,0.9,33.4
CC(=O)c1cccc(NC(=O)c2ccc(N(Cc3ccccc3C)S(C)(=O)=O)cc2)c1,2.6%,36.0,3.4,-0.3,-0.209,-0.171,1145,744,i,-0.447,5.4,-0.9,i,843,1.3,-1.04,-0.9%,-0.7,32.5
CCn1c(/C=C2\C(=O)N(C)c3ccccc32)nc2ccccc2c1=O,-5.3%,nt,2.8,-19.4,-0.0817,-1,1371,1660,i,-0.265,6.0,0.45,i,nt,2.1,1.21,-0.4%,1.5,28.1
CCOC(=O)c1c(C)[nH]c(C(=O)OCC(=O)Nc2ccc(OC)c(Cl)c2)c1C,10.7%,-16.3,2.0,34.0,-0.00475,-0.243,1092,nt,i,0.526,8.2,nt,i,793,1.2,0.922,-0.5%,1.4,17.4
Cc1ccc(C(C(=O)NCc2ccco2)N(C(=O)CNC(=O)c2cccs2)c2ccc(C)cc2C)cc1 (stereo unspecified),-7.7%,nt,1.0,-5.5,-0.226,-0.274,nt,nt,i,-0.424,7.1,nt,i,nt,1.9,0.444,1.7%,nt,21.0
COc1cc(C(=O)Nc2cc(C(F)(F)F)ccc2N2CCOCC2)ccc1O,4.9%,0.5,5.8,7.6,-0.271,1.29,nt,1205,i,0.609,12.0,-0.59,i,720,3.1,-1.01,-3.0%,nt,42.0
COc1ccccc1-c1cc(C(F)(F)F)nc(S(=O)(=O)CCCC(=O)NC(C)C)n1,-1.4%,nt,6.3,0.1,-0.219,-1.63,1390,1669,i,-0.71,8.2,-0.19,i,nt,2.8,0.871,-1.7%,1.0,35.6

Ordered by number of heavy atoms (low to high): some entries from above.
Compound,Salmonella PhoP GFP,Hep lipid drop,MT stabilizer,Autophagy mod cell loss 18 h,Dynein cargo inh cytoplasmic EGFP,Dynein cargo inh,bCat nuc transl cell count 5 µM,Insulin prom up cell count,Autophagy mod,Dynein cargo inh nuclear GR-EGFP,MT stabilizer cytotoxicity %,Insulin prom up,T cell modulator,Hep lipid drop cells 6.5 µM,MT stabilizer Hoechst-high %,Dynein cargo inh cell count,ER stress rescue,bCat nuc transl,T cell modulator vesicle-bound %
COc1ccc(CCNc2ncnc3sccc23)cc1OC,-0.3%,-53.8,2.3,17.4,-0.318,0.324,996,nt,i,0.415,2.8,?,i,667,2.0,0.16,0.0%,0.9,33.4
CCn1c(/C=C2\C(=O)N(C)c3ccccc32)nc2ccccc2c1=O,-5.3%,nt,2.8,-19.4,-0.0817,-1,1371,1660,i,-0.265,6.0,0.45,i,nt,2.1,1.21,-0.4%,1.5,28.1
CCOC(=O)c1c(C)[nH]c(C(=O)OCC(=O)Nc2ccc(OC)c(Cl)c2)c1C,10.7%,-16.3,2.0,34.0,-0.00475,-0.243,1092,nt,i,0.526,8.2,nt,i,793,1.2,0.922,-0.5%,1.4,17.4
COc1ccccc1-c1cc(C(F)(F)F)nc(S(=O)(=O)CCCC(=O)NC(C)C)n1,-1.4%,nt,6.3,0.1,-0.219,-1.63,1390,1669,i,-0.71,8.2,-0.19,i,nt,2.8,0.871,-1.7%,1.0,35.6
CC(=O)c1cccc(NC(=O)c2ccc(N(Cc3ccccc3C)S(C)(=O)=O)cc2)c1,2.6%,36.0,3.4,-0.3,-0.209,-0.171,1145,744,i,-0.447,5.4,-0.9,i,843,1.3,-1.04,-0.9%,-0.7,32.5

Source: PubChem BioAssay
